aGal spleen mod: alpha-galactosidase A (human) modulation. human spleen homogenate, 4MU-alpha-Gal fluorescence, 40 min. Potency, µM (titrated, usually from 80 µM), inactives show at the top dose activity change, negative = inhibition, usual class: inhibitors. actives 0.008% (n = 240,000);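 note: potency is the fitted concentration of half-maximal effect; 0% = enzyme with vehicle and -100% = no enzyme basal signal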
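Spleen homogenate 1 ug + cpd (titration) + 4-MU-alpha-D-galactopyranoside 1 mM; 37C 40 min; 50 mM citrate/phosphate pH 5.0, 0.01% Tween-20; stop pH 10; fluorescence 365/440; AC50 via Hill.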
CBFb RUNX1 block: CBF-beta/RUNX1 interaction disruption; Q01196+Q13951; AlphaScreen CBFb-His/RUNX1-biotin binding, biochemical; Potency, µM (highest dose often 59.8 µM), inactives show top-dose activity, negative = inhibition, usual class: inhibitors; 230,000 tested, under 10 active; note: % of control where 0% means no effect
Target sequence (Q01196 whole entry, looked up): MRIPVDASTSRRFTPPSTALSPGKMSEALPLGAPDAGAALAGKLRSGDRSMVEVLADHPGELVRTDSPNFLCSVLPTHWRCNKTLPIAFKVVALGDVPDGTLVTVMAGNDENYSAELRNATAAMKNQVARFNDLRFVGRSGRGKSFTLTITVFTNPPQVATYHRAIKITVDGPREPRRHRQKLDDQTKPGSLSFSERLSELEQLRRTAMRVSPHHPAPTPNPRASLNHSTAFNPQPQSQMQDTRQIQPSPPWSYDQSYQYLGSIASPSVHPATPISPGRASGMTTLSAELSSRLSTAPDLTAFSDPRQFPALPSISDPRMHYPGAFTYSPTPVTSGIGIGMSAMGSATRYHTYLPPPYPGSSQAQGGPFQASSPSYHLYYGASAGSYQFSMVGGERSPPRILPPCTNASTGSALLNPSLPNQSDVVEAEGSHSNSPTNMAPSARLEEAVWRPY
Target sequence (Q13951 whole entry, looked up): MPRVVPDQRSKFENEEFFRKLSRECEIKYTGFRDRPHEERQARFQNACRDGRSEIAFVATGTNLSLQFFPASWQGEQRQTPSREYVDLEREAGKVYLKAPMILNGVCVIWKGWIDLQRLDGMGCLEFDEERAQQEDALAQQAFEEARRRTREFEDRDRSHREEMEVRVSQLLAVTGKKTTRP
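Bead-based AlphaScreen assay; binding partners His-tagged CBF-beta and biotinylated RUNX1 at 30 nM each. Compound exposure 15 min after a 20-min protein preincubation; bead step 90 min; all steps at room temperature.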
Tau fibril FP: tau fibrillization inhibition (FP). Potency, µM (doses to about 57.7 µM), inactives show at the highest dose activity, negative = inhibition, hits mostly inhibitors. K18 P301L tau heparin fibrillization, Alexa594 FP, 6 h. P10636. actives 0.39% (n = 280,000). AID 1468; note: potency is the fitted concentration of half-maximal effect; % is set by controls: 0 for no effect and ±100 for the full control effect; nearly all actives have a fitted effect of over 55% in size
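Quantitative HTS format: compounds meet 15 uM recombinant K18 P301L tau and Alexa 594-tau tracer in 100 mM sodium acetate pH 7; 20 uM heparin triggers fibrillization at 37 C over 6 hr; FP gives the signal.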
Epigenetic reg: regulators of epigenetic silencing causing reporter derepression in mouse cells; murine LDR cells, GFP reporter derepression, 30 h; Potency, µM (doses to about 53.9 µM), for inactives: at the top dose GFP activation, most hits filed as activators; actives 0.2% (n = 280,000); note: potency is the fitted concentration of half-maximal effect; % of control where 0% means no effect; nearly all actives have a fitted effect of over 60% in size
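GFP-positive cell count by laser-scanning cytometry (objects 20–120 um) after 30 h, 37 C compound exposure of murine LDR cells; reporter is CMV-GFP integrated at a silenced locus, inducible by HDAC or DNMT inhibitors.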
Tau fluor cs: counter-screen for tau fibril formation inhibitors | tau K18 P301L Alexa594 fluorescence, heparin fibrillization | Potency, µM (titrated, usually from 57.7 µM), for inactives: at the top dose activity change, negative = decrease | actives 0.93% (n = 280,000); note: potency is the fitted concentration of half-maximal effect; % is set by controls: 0 for no effect and ±100 for the full control effect; nearly all actives have a fitted effect of over 55% in size
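Human tau K18 P301L (15 uM unlabeled, 0.24 uM Alexa 594-labeled) in 100 mM sodium acetate pH 7 with 20 uM heparin, 6 hr at 37 C. ThT 30 uM added, 1 hr ambient; Alexa 594 FP and total fluorescence read at 555/632 nm.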
TR SRC2 fluor cs: Texas Red fluorescence interference in TRb-SRC2 counter-screen. TRb/SRC2 Texas Red total fluorescence interference. Potency, µM (series often up to 106 µM), inactives show at the highest dose fluorescence change, negative = quenching. actives 0.29% (n = 280,000). AID 1479; active = well fitted curve in either direction with a large enough effect; inconclusive = small, poorly fitted or top-dose-only effect; note: potency is the fitted concentration of half-maximal effect; % is set by controls: 0 for no effect and ±100 for the full control effect
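Human TRβ ligand-binding domain (0.6 uM) and Texas Red SRC2 peptide (20 nM) in Tris buffer with 1 uM T3 and 5% DMSO were incubated with pinned compound for 5 hr at ambient temperature. Total fluorescence was computed as S + 2P (555/632 nm).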
NPSR antagonist: antagonists of human neuropeptide S receptor cAMP signaling | CHO-NPSR cells, cAMP TR-FRET, antagonist mode | Potency, µM (highest dose often 38.3 µM), inactives show at the highest dose activity change, negative = inhibition, usual class: inhibitors | actives 1% (n = 220,000); note: potency is the fitted concentration of half-maximal effect; % is set by controls: 0 for no effect and ±100 for the full control effect; nearly all actives have a fitted effect of over 50% in size; many of its hits are not listed in these tables
Target sequence (Q6W5P4 whole entry, looked up): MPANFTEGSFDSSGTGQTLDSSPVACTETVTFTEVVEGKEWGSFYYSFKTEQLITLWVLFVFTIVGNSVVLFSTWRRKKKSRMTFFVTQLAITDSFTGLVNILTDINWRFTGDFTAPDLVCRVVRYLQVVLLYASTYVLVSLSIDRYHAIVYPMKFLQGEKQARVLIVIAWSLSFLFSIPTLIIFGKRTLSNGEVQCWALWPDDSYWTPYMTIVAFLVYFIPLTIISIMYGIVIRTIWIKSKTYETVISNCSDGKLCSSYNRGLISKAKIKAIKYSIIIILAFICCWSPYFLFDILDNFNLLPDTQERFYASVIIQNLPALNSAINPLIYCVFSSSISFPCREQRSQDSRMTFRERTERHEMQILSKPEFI
TRb-SRC2 inh: disrupts binding of human TR beta to SRC2 | TRbeta-SRC2 peptide binding, fluorescence polarization; receptor liganded with 1 µM T3 | Potency, µM (doses to about 106 µM), inactives show top-dose activity change, negative = inhibition, most hits filed as inhibitors | actives 0.065% (n = 280,000);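 note: potency is the fitted concentration of half-maximal effect; plate controls were bound peptide for no effect and peptide without receptor for full effect; nearly all actives have a fitted effect of over 50% in size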
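TRb LBD 0.6 uM + Texas Red SRC2 peptide 20 nM, 1 uM T3, Tris buffer w/ 5% DMSO; compound pinned, 5 h RT; FP read ex 555/em 632; normalized to unbound and bound controls.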
An asterisk follows results filed as active; ? = inconclusive; · = not tested or not shown; & = joins results of further samples; [ ] = remark or other dose. Unless noted, calls come from the whole dose curve; as a rule, active = well fitted curve in the direction sought with a large enough effect; inconclusive = small, poorly fitted or top-dose-only effect, or another doubt; inactive = no such curve, though single readings can be large; an effect the other way counts as inactive or inconclusive.

Values run as follows: aGal spleen mod	CBFb RUNX1 block	Tau fibril FP	Epigenetic reg	Tau fluor cs	TR SRC2 fluor cs	NPSR antagonist	TRb-SRC2 inh
CCOC(=O)C1C(=O)C=C(c2ccc(C)cc2)CC1c1ccccc1 (stereo not given)
 : -2.8%	10.2%	-5.7%	-1.9%[10.1 µM]	-9.4%	-4.0%	-36.2%	-15.1%
COc1ccc(C(=O)N/C(=C\c2ccc([N+](=O)[O-])cc2)C(=O)NC(CCSC)C(=O)O)cc1 (stereo not given)
 : -3.0%	5.2%	3.1%	1.2%	-8.2%	-4.1%	17.7%	-2.5%
Cc1ccc(NC2=NCC(=O)N2CCc2ccccc2)cc1C
 : 0.3%	10.5%	3.5%	-0.9%	-16.6%	1.7%	-4.6%[46.1 µM]	-16.4%
CNS(=O)(=O)c1ccc2c(c1)oc(=O)c1cc(S(=O)(=O)NC)ccc12
 : -5.3%	3.6%	1.8%	0.1%	-7.3%	-4.3%	2.4%	-1.3%
CC(=O)OC[C@H]1O[C@@H](O/N=C(\C)CCN2CCCCc3nc(C)c(C)cc32)[C@H](OC(C)=O)[C@@H](OC(C)=O)[C@@H]1OC(C)=O
 : 2.6%	7.3%	-8.3%	1.1%	-11.7%	-1.8%	-7.5%	-1.7%
CCOC(=O)c1cc(-c2ccc(F)cc2)n(CCC(=O)Nc2ccccc2OC)c1C
 : ·	·	6.9%	5.4%	-9.9%	-1.5%	·	2.1%
CCOCCOc1cccc(C(=O)NC(c2ccccc2)C(C)C)c1 (stereo not given)
 : -5.9%	11.4%	-8.2%	-0.1%	-4.7%	-4.0%	-5.6%	-3.2%
O=C(Nc1cc(F)ccc1F)c1cc2nc(-c3ccco3)cc(C(F)(F)Cl)n2n1
 : ·	·	-2.4%	-3.8%	-1.4%	-0.8%	·	-0.2%
Cc1nc(SCc2ccccc2)c(C(F)(F)F)c(=O)[nH]1
 : 6.5%	-2.8%	-7.3%	0.7%	-4.9%	0.1%	-1.0%[46.1 µM]	2.2%
Clc1ccccc1C1=CC(c2ccco2)n2nnnc2N1 (stereo not given)
 : 0.2%	4.5%	-1.1%	-0.1%	-3.9%	-1.1%	11.3%	-0.9%
CN(c1ccccc1)c1nc(N)c([N+](=O)[O-])c(NCCO)n1
 : 5.9%	-0.5%	3.4%	0.0%	-10.2%	-5.6%	10.0%	-1.6%
COc1cccc(OC2OC3COC(C)(C)OC3C(O)C2NC(C)=O)c1 (stereo not given)
 : 6.6%	10.3%	-1.6%	-2.5%	-9.0%	-3.3%	22.3%	-3.2%
CCOC(=O)/C(=C\c1ccccc1)NC(=O)c1ccccc1
 : -2.7%	16.1%	1.5%	1.2%	-10.0%	0.0%	?	-3.6%
CCCC(=O)Nc1ccc2c(c1)nc(CN1CCN(C(C)=O)CC1)n2C
 : -13.7%	5.2%	-0.3%	-0.5%	-2.5%	0.0%	-4.5%[46.1 µM]	-2.1%
COc1ccc(CCN(C)CCCN2CCc3cc(OC)c(OC)cc3CC2=O)cc1OC
 : 2.1%&8.0%	18.6%&2.5%	?	2.2%&-0.8%	-12.5%&-6.8%	-1.5%&-3.1%	·	-1.6%&-6.3%
O=C1N(c2ccccc2)C2CS(=O)(=O)CC2N1c1ccc(Br)cc1 (stereo not given)
 : 13.0%	11.4%	0.9%	-6.3%	0.4%	-1.0%	-4.5%[46.1 µM]	-0.6%
CC(C)C(C)NC(=O)CN1C(=O)NC2(CCCCCC2)C1=O (stereo not given)
 : 0.9%	4.1%	-5.7%	-2.6%	-2.9%	-2.2%	18.3%	5.4%
COc1ccc(/C=N/NC(=O)c2ccccc2O)cc1CSc1ccccn1
 : -10.2%	-10.3%	1.7%	-0.8%	7.9%	-2.8%	-9.3%	9.0%
CCOC(=O)c1ccc(NC(=S)NCCC2=CCCCC2)cc1
 : -5.5%	-3.2%	-2.4%	2.1%	3.5%	1.9%	-32.6%	17.1%
COc1cc(CC(=O)Nc2ccc(N3CCOCC3)cc2)cc(OC)c1OC
 : 10.1%	4.6%	5.0%	-1.7%	-3.6%	-3.2%	2.6%	10.1%
CC(C)CO/N=C1/C[C@@H](O)[C@@H](O)[C@@H]2[C@@H]3C(=O)N(C[C@@H]4CCCO4)C(=O)[C@H]3CC[C@H]12
 : -3.3%[17.5 µM]	4.4%[13.1 µM]	-4.4%[11.6 µM]	-1.1%[10.1 µM]	-4.2%[11.6 µM]	-1.8%[11.2 µM]	·	2.7%[11.2 µM]
CCOC(=O)c1cccc(NC(=O)Cn2cnc3c2c(=O)n(C)c(=O)n3C)c1
 : 2.9%	4.3%	-0.3%	-0.8%	-4.7%	0.5%	-3.7%[46.1 µM]	4.8%
CCOc1ccc(/C=C/C(=O)c2ccccc2)cc1
 : -2.7%	0.9%	6.2%	3.2%	-19.2%	-2.0%	9.6%	2.9%
CCC(CC)C(=O)Nc1nnc(S(=O)(=O)N2CCCCCC2)s1
 : ·	·	-8.3%	8.5%	-16.2%	?	·	-9.3%
COc1cccc(C2Nc3ccccc3-c3nnc(SCc4ccccc4)nc3O2)c1OC (stereo not given)
 : ·	·	-6.1%	0.0%	-9.6%	-1.5%	·	9.7%
COc1cccc(C2=NN(C(=O)CCCC(=O)O)C(c3cccs3)C2)c1 (stereo not given)
 : 10.1%	11.6%	3.8%	0.1%	-10.7%	-2.1%	20.2%	-1.1%
COC(=O)c1cc(=O)n(Cc2ccc(OC)c(OC)c2)c(=Nc2ccc(F)cc2)s1
 : 1.3%	-15.4%	-6.7%	?	-21.3%	0.7%	?	11.7%
CCC(=O)N1CCc2cc(S(=O)(=O)N3CCc4ccccc43)ccc21
 : -7.7%	-0.3%	9.9%	-2.4%	-14.6%	2.6%	-11.6%[46.1 µM]	-14.2%
O=C(CNC(=O)c1ccco1)OCN1C(=O)c2ccccc2C1=O
 : -1.2%	2.4%	-2.5%	0.8%	-5.2%	0.8%	-3.4%[46.1 µM]	3.1%
Nc1cc(C(=O)N/N=C/c2cccc([N+](=O)[O-])c2)n[nH]c1=O
 : 11.6%	10.3%	-1.4%	0.5%	-3.0%	-3.0%	10.5%	13.8%
OCC(CO)(CO)NC(=S)Nc1cc(Cl)cc(Cl)c1
 : 3.1%	1.6%	3.0%	0.4%	-0.9%	0.2%	5.2%	3.3%
CCN(CC)CCCNC(=O)CNC(=O)c1nn(-c2ccc(OC)cc2)c(=O)c2ccccc12
 : -3.8%	-3.0%	3.7%	0.0%	-2.1%	3.7%	13.6%	3.6%
COc1cc2cc(CN(CCc3ccccc3C)C(=S)NCCCN(C)C)c(=O)[nH]c2cc1OC
 : 18.0%	-6.7%	4.9%	0.0%	-9.7%	-3.6%	5.2%[46.1 µM]	-3.3%
Cc1cc(C)c2c(-n3cccc3)c(C(=O)NNS(=O)(=O)c3ccccc3)sc2n1
 : 5.6%	-10.8%	5.0%	-2.1%	1.7%	-0.8%	-10.0%[46.1 µM]	5.1%
COc1ccc(CNc2nc3c(c(=O)n(C)c(=O)n3C)n2Cc2ccccc2Cl)cc1
 : ·	·	3.8%	-1.9%	-6.5%	-8.5%	·	1.7%
COc1ccccc1CC(=O)Nc1ccc2c(c1)CCC2
 : -2.7%	1.5%	4.3%	0.0%	-5.0%	3.4%	-6.3%[46.1 µM]	4.8%
O=C(O)/C=C/C(=O)N1CCN(C(=O)/C=C/C(=O)O)CC1
 : 2.0%	-3.5%	1.4%	-1.6%	-3.1%	-1.4%	17.7%	-0.2%
COc1ncccc1-c1nnn(-c2ccc(Cl)c(Cl)c2)n1
 : 5.0%	10.0%	-7.6%	0.2%	-19.3%	-1.8%	-10.3%	0.8%
CC1CCCN(C(=O)c2cc3c(-c4ccc(Cl)cc4)nn(C)c3s2)C1 (stereo not given)
 : 1.4%	1.0%	2.9%	-1.0%	8.2%	1.5%	?	0.3%
CC(C)CC(=O)Nc1ccccc1N1CCCC1
 : 4.9%	-1.3%	-1.7%	0.0%	-0.6%	-0.8%	-16.5%[46.1 µM]	8.3%
CC(C)(C)n1ncc2c(=O)n(CC(=O)Nc3ccccc3)cnc21
 : -6.1%	-2.7%	2.4%	0.8%	-1.2%	0.7%	1.5%[46.1 µM]	2.9%
O=C(O)C1C2C=CC(C2)C1C(=O)NCCCN1CCOCC1 (stereo not given)
 : 3.6%	1.0%	7.8%	-1.0%	6.8%	2.1%	-3.5%[46.1 µM]	-13.9%
Cc1ccc(NC(=S)NCc2cccnc2)cc1
 : -8.2%	1.5%	-6.3%	-0.2%	-0.7%	-1.3%	4.6%[46.1 µM]	3.3%
O=C(O)CCc1ccc(-c2ccccc2)n1CC(=O)O
 : 2.0%	0.7%	-2.5%	-0.8%	-2.2%	0.7%	-5.3%[46.1 µM]	8.3%
CC(=O)c1cccc(Nc2nc(-c3ccccc3)cs2)c1
 : 2.3%	-4.4%	?	4.0%	7.94µM*[quencher]	-3.4%	-20.9%	-2.3%
Nc1ccc(C(=O)Nc2nccs2)cc1
 : -3.6%	21.5%	4.2%	8.3%	-2.1%	-3.1%	10.8%	17.4%
CC(=O)Nc1nonc1-c1nc2ccccc2n1N(C(C)=O)C(C)=O
 : 2.0%	-8.4%	16.0%	-3.8%	0.0%	-5.0%	0.9%[46.1 µM]	-0.6%
Cc1cc(C)n(C(=O)c2ccc(C)c(F)c2F)n1
 : 1.5%	-1.3%	8.6%	-1.0%	-5.6%	-3.3%	25.1%	-10.9%

An excerpt from above, reduced to aGal spleen mod and Epigenetic reg.
canonical_smiles	aGal spleen mod	Epigenetic reg
CC(=O)c1cccc(Nc2nc(-c3ccccc3)cs2)c1	2.3%	4.0%
CC(=O)Nc1nonc1-c1nc2ccccc2n1N(C(C)=O)C(C)=O	2.0%	-3.8%

Assay outcomes from PubChem BioAssay.

The list is partial. The share of hits here may be higher or lower than overall.
